APJ antagonist – antagonists of human apelin receptor APJ, primary screen, CHO-K1 cells, beta-arrestin complementation, luminescence; AID 2521, 2010; P35414; inhibition, % at 20 µM; 0.32% of 330,000 active;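 active means inhibition above about 40% at 20 µM, limit read from the data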;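 further: cells challenged with 10 nM apelin-13 agonist together with compound; plate controls were apelin-13 plus DMSO wells for no effect and DMSO wells lacking apelin-13 for full effect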
Target sequence (P35414 whole entry, looked up): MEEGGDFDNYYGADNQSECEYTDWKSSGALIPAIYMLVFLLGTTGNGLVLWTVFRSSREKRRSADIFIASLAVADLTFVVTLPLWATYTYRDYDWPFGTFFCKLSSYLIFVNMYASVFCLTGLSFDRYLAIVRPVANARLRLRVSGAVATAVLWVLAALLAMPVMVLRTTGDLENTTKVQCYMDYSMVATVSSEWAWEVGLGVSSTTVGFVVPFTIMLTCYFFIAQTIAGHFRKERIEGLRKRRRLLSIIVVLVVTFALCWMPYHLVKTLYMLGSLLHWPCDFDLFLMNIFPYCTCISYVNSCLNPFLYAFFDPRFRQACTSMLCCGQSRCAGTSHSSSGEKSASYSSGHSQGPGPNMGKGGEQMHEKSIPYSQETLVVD
tim23-1 inh – growth inhibitors of tim23-1 mutant yeast, primary screen, luminescence, uHTS | S. cerevisiae tim23-1 growth, BacTiter-Glo luminescence, 24 h | inhibition, % at 20 µM | 1.3% of 330,000 active;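 active means growth inhibition of the mutant yeast at or above 50%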;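 further: temperature-sensitive mutant grown at 25 °C; plate controls were DMSO-treated mutant yeast for no effect and medium wells lacking yeast for full effect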
CHOP UPR activ – activators of apoptotic CHOP UPR arm, primary screen, cell-based, CHO-CHOP luciferase reporter, luminescence, uHTS. UPR activation; percent of tunicamycin response over DMSO baseline. activation, % at 10 µM. 0.34% of 330,000 active. AID 449763, 2010;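 active means at 10 µM dose, activation of 40% or more, normalized to positive control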;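 further: 100% = tunicamycin at 10 µg/mL and 0% = DMSO alone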
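System: CHO CHOP reporter cells. Amount: 500 cells per well. Buffer or medium: F12 medium, 10% FBS. Compound dosing: one dose, 10 µM in 0.5% DMSO. Incubation: 6 h compound exposure at 37 °C after overnight seeding. Technique: Steady-Glo luciferase luminescence. Benchmarks: tunicamycin and DMSO controls.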
XBP1 UPR activ – activators of adaptive XBP1 UPR arm, primary screen, cell-based, CHO-XBP1 luciferase reporter, luminescence, uHTS | IRE1-XBP1 UPR activation; percent of tunicamycin response, DMSO as zero | AID 463104, 2010 | 0.33% of 330,000 active | activation, % at 20 µM;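 active means versus positive control, 20 µM dose yields 30% or more activation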;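 further: 100% = tunicamycin at 10 µg/mL and 0% = DMSO only wells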
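Assay system: IRE1-XBP1 luciferase reporter CHO line. Input: 1000 cells/well. Buffer or medium: F12 with 10% serum. Doses: 20 µM, 1% DMSO. Times: overnight seeding at 37 °C, 6 h compound treatment at 37 °C. Technique: Steady-Glo luciferase glow luminescence, 10 min after reagent addition.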
697 NFkB inh – inhibitors of PMA/ionomycin-induced NF-kB reporter, 697 cells, primary screen, B-cell NF-kB inhibitor project, cell-based, luminescence, uHTS; 697 B-cell NF-kB luciferase reporter, 16 h; inhibition, % at 4 µM; 0.33% of 330,000 active; AID 435022, 2010; in the data active means inhibition above about 35%
APJ agonist – agonists of human apelin receptor APJ, primary screen, CHO-K1 cells, PathHunter beta-arrestin, luminescence; P35414; activation, % at 20 µM; 0.11% of 330,000 active; 0% DMSO wells, 100% apelin;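 active means activation more than six SD over the plate average, tested at 20 µM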;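 further: 0% = DMSO alone and 100% = apelin-13 at 10 nM; some results filed as inactive read as strong as hits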
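Test system: CHO-K1 APJ beta-arrestin complementation cell line | Compound: Single test compound dose, 20 µM final, 1% DMSO | Incubation: Compound 90 min 25 °C, reagent 1 h | Measured by: beta-gal luminescence | Read-out basis: APJ–arrestin association signal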
Jurkat NFkB inh – inhibitors of induced NF-kB luciferase reporter, primary screen, TCR NF-kB activation inhibitor project, cell-based, luminescence, uHTS; 0.53% of 330,000 active; inhibition, % at 4 µM; Jurkat, PMA/ionomycin-induced NF-kB luciferase reporter; in the data active means inhibition above about 50%
Mdm2 MdmX PPI – inhibitors of human Mdm2-MdmX association, primary screen, cell-based, luminescence, split luciferase, SaOS-2, uHTS; Protein Mdm4 (Homo sapiens) + E3 ubiquitin-protein ligase Mdm2 (Homo sapiens), …; SaOS-2 split-luciferase Mdm2/MdmX complementation; inhibition, % at 8 µM; 3% of 330,000 active; AID 485346, 2010;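 active means inhibition of at least 50% at 8 µM in the primary screen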
Numbers without * were called inactive; . = not tested or not shown.

SMILES	APJ antagonist	tim23-1 inh	CHOP UPR activ	XBP1 UPR activ	697 NFkB inh	APJ agonist	Jurkat NFkB inh	Mdm2 MdmX PPI
Cc1ccc([N+](=O)[O-])c(OCCn2cnc3ccccc32)c1	17	14	1.1	4	-4	-1	18	15
COc1ccc(CN(C)C(=O)CCc2ccc(S(=O)(=O)N3CCCCCC3)cc2)c(OC)c1	-7	13	0.0	0	9	-2	-13	1
CCOC(=O)c1cccc(NC(=O)CCc2nc(-c3ccccc3F)no2)c1	17	31	0.2	-4	-9	-1	6	31
CCN1C(=O)[C@H]2[C@H]3CN=C(SCc4ccccc4)N3[C@@](C)(C(=O)OC)[C@H]2C1=O	.	30	3.2	1	0	.	.	-5
CC(=O)Nc1cccc(NC(=O)CSc2nnc3ccc(-c4ccncc4)nn23)c1	9	-12	1.1	-3	20	3	5	-2
O=C(NC[C@@H]1CC[C@@H](Cc2ccc(-c3ccccc3)cc2)O1)Nc1ccc(Br)cc1	.	32	2.3	9	11	.	.	-4
COc1ccccc1C1CC(c2ccc(NS(C)(=O)=O)cc2)=NN1C(=O)c1ccccc1 (stereo not given)	17	17	-1.0	-4	5	-2	0	15
CCOc1cc(/C=N/Nc2nc(=O)[nH]nc2C)ccc1O	-4	13	0.5	3	11	-3	-10	-12
CS(=O)(=O)N(CC(=O)NCc1ccco1)Cc1ccc(Cl)cc1	10	12	1.5	0	13	0	-4	3
CCOc1ccc(CCNC(=O)COC(=O)Cn2cnc3ccccc3c2=O)cc1OCC	-21	1	-1.1	5	-13	-2	-1	15
Cc1ccc(/C=N\NC(=O)CCc2n[nH]c(=O)[nH]c2=O)o1	8	-3	-1.3	-2	9	-3	3	7
CC1=CC(=C(C#N)C#N)C=C(C)N1Cc1ccccc1	12	17	-1.0	-3	2	-3	3	12
CCCNC(=O)c1ccc(N2CCC3(CC2)CC(c2cccc(Br)c2)=NO3)c(NC(=O)c2ccccc2)c1	5	1	2.0	-3	23	-3	16	7
COC(=O)c1ccc(OCC(=O)NC2CCCCCC2)cc1	-2	15	2.0	-4	-16	6	-23	1
Cc1cc(C)c(S(=O)(=O)c2ccccc2C)c(Cl)n1	-7	15	0.8	-1	1	-3	1	13

The closing 5 compounds of the part before are carried over, then new ones follow:
SMILES	APJ antagonist	tim23-1 inh	CHOP UPR activ	XBP1 UPR activ	697 NFkB inh	APJ agonist	Jurkat NFkB inh	Mdm2 MdmX PPI
Cc1ccc(/C=N\NC(=O)CCc2n[nH]c(=O)[nH]c2=O)o1	8	-3	-1.3	-2	9	-3	3	7
CC1=CC(=C(C#N)C#N)C=C(C)N1Cc1ccccc1	12	17	-1.0	-3	2	-3	3	12
CCCNC(=O)c1ccc(N2CCC3(CC2)CC(c2cccc(Br)c2)=NO3)c(NC(=O)c2ccccc2)c1	5	1	2.0	-3	23	-3	16	7
COC(=O)c1ccc(OCC(=O)NC2CCCCCC2)cc1	-2	15	2.0	-4	-16	6	-23	1
Cc1cc(C)c(S(=O)(=O)c2ccccc2C)c(Cl)n1	-7	15	0.8	-1	1	-3	1	13
CC(C)OCC1CO1 (stereo not given)	8	-1	2.9	-1	13	-3	6	13
COc1ccc(N2CC(C(=O)Nc3ccc(S(=O)(=O)N4CCCC4)cc3)CC2=O)cc1 (stereo not given)	9	16	0.5	-6	6	0	-11	0
Cc1cccc2sc(N(CCCN(C)C)C(=O)c3ccc(Cl)s3)nc12	-14	21	-0.1	0	-4	-3	14	22
Cc1ccc(CNS(=O)(=O)c2cc3c(cc2C)NC(=O)CO3)cc1	3	1	2.2	-1	9	-3	-8	11
O=[N+]([O-])c1ccccc1OCCCNCc1ccccc1	12	9	-1.6	-2	17	-2	5	3
Cc1cc(=O)oc2cc(OCCSc3nnc(-c4ccccc4)o3)ccc12	5	1	1.3	0	8	-1	-2	17
COCCN(CCOC)C(=O)Nc1ccc(Cl)cc1	-1	6	1.8	-1	3	-2	-4	10
O=C(O)CCNS(=O)(=O)c1ccc2c(c1)CCCC2	7	0	-2.1	-1	1	-2	5	8
CCN(CC)S(=O)(=O)c1ccc2oc(C(=O)N3CCOCC3)c(C)c2c1	-12	16	-1.5	-2	4	-1	-2	-25
CCN1CCN(C(c2cc3cc4c(cc3[nH]c2=O)OCO4)c2nnnn2C(C)(C)CC)CC1 (stereo not given)	-4	9	0.4	-1	14	-2	-4	17
COc1ccc(/C(C)=N/NC(=O)c2cccc(S(=O)(=O)N3CCCC3)c2)c(O)c1	5	-1	-1.1	-1	4	4	36	67*
COc1cc(CN2CCN(c3ccc(C)cc3)CC2)cc([N+](=O)[O-])c1O	4	-15	1.1	-1	12	-4	7	5
CCC(=O)N1CCN(c2cc(C)ccc2C)CC1	17	-4	1.2	-1	-12	-8	-8	14
COc1ccccc1N1CCN(C(=O)c2cc3c(s2)CCC3)CC1	20	38	-2.2	-1	1	1	20	9
Cc1ccc(CNc2ccc3c(c2)ncn3C(C)(C)C)cc1	-38	30	4.4	-1	-160	8	-161	-204
COc1ccc(/C(C)=N/Nc2nc3ccccc3nc2C)cc1	7	26	0.4	-3	-59	-2	-19	33
O=C1CCCN2N=C(SCC(=O)Nc3ccc(Br)cc3)SC2=N1	11	3	0.5	-1	18	-2	0	15
Cc1ccc(C(c2nnnn2C2CCCCC2)N2CCc3ccccc32)cc1 (stereo not given)	5	32	-0.5	-3	-73	6	31	-6
Nc1c(C(=O)CSc2nnnn2-c2ccc(O)cc2)c(=O)[nH]c(=O)n1C1CC1	-20	-4	-0.1	0	2	-2	4	-11
COCCn1c(COc2ccc(OC)cc2)nc2ccccc21	25	10	4.1	2	-20	0	-11	-17
CCC(CC)NC(=O)CSc1ccc(S(=O)(=O)N2CCOCC2)cn1	9	-14	-1.3	2	6	-3	-10	-2
CC1CC(C)CN(C(=O)COC(=O)c2nn(C)c(=O)c3ccccc23)C1 (stereo not given)	6	26	1.1	0	-8	6	-2	3
Cc1nn(C)cc1C(C(=O)NC1CCCCC1)N(Cc1ccccc1Cl)C(=O)c1cnccn1 (stereo not given)	1	0	1.2	-2	-12	-2	-12	14
COc1ccc(Cl)cc1NC(=O)c1cc(-c2ccccc2)on1	5	-13	-2.9	-5	13	1	-5	28
O=C(CNC(=O)C1CCCCC1)Nc1ccc(F)c(Cl)c1	1	5	-0.6	1	-21	-1	-8	3
COc1cc(C(=O)NCCCN(C)C)ccc1OCC(=O)Nc1cccc(C(F)(F)F)c1	9	4	-1.2	0	1	-2	19	6
COc1ccc(-c2nc3cc([N+](=O)[O-])ccc3o2)cc1	-18	-9	5.1	1	-246	-3	-170	-202
C=CCN1C(=O)CSc2ccc(C(=O)NC3CCCCC3)cc21	12	35	0.3	-4	6	-5	13	6
Cc1ccc(-c2nc(N)c3c(-c4ccc(C)cc4)nn(C(C)(C)C)c3n2)cc1	15	-21	0.2	-1	-6	-1	11	9
COCCCNC(=O)C(=O)Nc1cc2c3c(c1)CCN3C(=O)CC2	-4	-16	-1.1	-7	25	-2	4	12
CC(C)Cn1c(CCC(N)=O)nnc1SC(C)C(=O)Nc1ccc2c(c1)OCO2 (stereo not given)	-3	21	1.3	0	-7	-4	-6	-16
OC(COc1ccc(Br)cc1)CN1CCC(Cc2ccccc2)CC1 (stereo not given)	4	-103	-1.6	-5	10	-1	8	32
COc1ccccc1C(=O)NCCn1cc(SCC(=O)Nc2nnc(C)s2)c2ccccc21	-2	5	0.6	-1	12	-2	6	30
CC1CCN(CC(=O)Nc2ccc(Cl)cc2[N+](=O)[O-])CC1	16	23	0.4	-3	-17	0	-13	-36
Nc1c(N(CCC2=CCCCC2)C(=O)C2CC2)c(=O)[nH]c(=O)n1Cc1ccccc1	-4	9	2.0	-5	-6	4	24	2
Cc1ccc(C)c(S(=O)(=O)NCC(=O)OCC(=O)Nc2sccc2C(N)=O)c1	5	22	-0.5	-2	-8	2	-4	-19
O=C(NCc1ccccc1)NC1(C(=O)N2CCCC2)CCCCC1	-15	10	-1.0	0	-1	11	0	6
Cc1cccc2sc(N(CCCN(C)C)C(=O)c3ccco3)nc12	10	-31	1.2	0	3	-3	-15	8
Cc1ccc2[nH]c(=O)c(C(c3nnnn3C(C)(C)C)N(Cc3ccco3)CC3CCCO3)cc2c1 (stereo not given)	13	21	-1.1	2	4	-4	-16	18
Cc1noc(NS(=O)(=O)c2ccc(NC(=O)CCn3c(=O)oc4ccccc43)cc2)c1C	-3	-8	1.4	-5	6	4	5	16
O=C(O)c1cccc(Nc2ncnc3ccccc23)c1	-6	12	-1.7	-6	7	-5	7	-22
C=CCn1c(SCn2nnc3ccccc3c2=O)nnc1-c1ccc(Cl)cc1	-47	10	0.1	0	-37	-1	-17	-28
Cc1[nH]ccc(=O)c1OCc1ccccc1	1	0	-0.5	1	-5	-4	4	15
Cc1ccc2c(c1)nc(NCCO)n2C	8	9	-0.4	-1	16	6	5	-18
O=C1CCCc2ccccc2N1Cc1ccc(Cl)cc1Cl	7	28	-0.9	-4	-15	0	-11	9
CC(C)c1ccc(NC(=O)CN2C(=O)NC3(CCCCCCC3)C2=O)cc1	9	20	0.2	4	-18	-4	19	-2
COC(=O)[C@H](NC(=O)c1cc(-c2ccccc2)nc2ccccc12)c1ccccc1	7	20	-2.8	-10	17	-5	11	21
CC(C)(C)c1ccc(S(=O)(=O)N2CCN(C(=O)c3ccc4c(c3)C(=O)N(Cc3ccncc3)C4=O)CC2)cc1	8	3	2.5	-4	4	8	13	9
Cc1ccc(NC(=O)c2cc(C)nc3ccccc23)cc1	19	-3	3.1	-3	7	1	12	10
COc1ccc(NC(=O)CC(c2ccco2)C(C)C)cc1 (stereo not given)	-25	14	0.6	0	-6	-4	-26	-3
O=C(NCCS(=O)(=O)N1CCN(c2ccccc2)CC1)c1cccs1	4	-6	1.4	-2	-3	-4	-2	-6
Cc1ccc(SCc2cc(=O)[nH]c(/N=C(\N)Nc3ccccc3Sc3ccccc3)n2)cc1	-22	14	0.1	-1	-14	-1	2	25
Cc1ccc(SCC(=O)NC2CC2)cc1	12	7	0.2	-2	8	-7	-2	-4
O=C(NCc1ccc[n+](CCCCS(=O)(=O)[O-])c1)c1ccc(OC(F)F)cc1	-4	22	-1.0	-2	1	-4	-9	3
COc1ccc(-c2[nH]ncc2CN(CCO)Cc2cccs2)c(F)c1	-5	4	3.3	1	4	-2	0	9
COc1ccc(-c2cc(C(=O)N3CCN(c4ccccc4O)CC3)c3ccccc3n2)cc1OC	-42	49	6.1	6	14	9	11	65*
C=C(C)Cn1c(N2CCN(c3ccc(OC)cc3)CC2)nc2c1c(=O)n(C)c(=O)n2C	-21	24	-1.1	-3	-6	2	14	22
CSCCC(NS(=O)(=O)c1ccc2c(c1)oc(=O)n2C)C(=O)NC1CCCCC1 (stereo not given)	9	1	1.8	-1	-20	-2	-7	-35

Source: PubChem
